# Compound activity (PubChem BioAssay)
# Bim-Bfl-1: disrupts Bim binding to human Bfl-1 | Q16548 | Bead-based flow cytometry, Bim-Bfl-1 binding inhibition | inhibition, % at 10 µM | 0.12% of 190,000 active | AID 1008;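 also: 0% = wells without compound plus tracer and 100% = blocker peptide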
# ABCB1 inh: human ABCB1 inhibition, ABCG2 as counter-screen; CCRF-Adr cells, JC-1 efflux, flow cytometry; 0.067% of 190,000 active; P08183; AID 1326; inhibition, % at 6.6 µM; in the data active = inhibition above about 40%;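 also: 0% = vehicle and 100% = reference inhibitor; higher value means more JC-1 retained so stronger ABCB1 efflux block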
# Target sequence (P08183 whole entry, looked up): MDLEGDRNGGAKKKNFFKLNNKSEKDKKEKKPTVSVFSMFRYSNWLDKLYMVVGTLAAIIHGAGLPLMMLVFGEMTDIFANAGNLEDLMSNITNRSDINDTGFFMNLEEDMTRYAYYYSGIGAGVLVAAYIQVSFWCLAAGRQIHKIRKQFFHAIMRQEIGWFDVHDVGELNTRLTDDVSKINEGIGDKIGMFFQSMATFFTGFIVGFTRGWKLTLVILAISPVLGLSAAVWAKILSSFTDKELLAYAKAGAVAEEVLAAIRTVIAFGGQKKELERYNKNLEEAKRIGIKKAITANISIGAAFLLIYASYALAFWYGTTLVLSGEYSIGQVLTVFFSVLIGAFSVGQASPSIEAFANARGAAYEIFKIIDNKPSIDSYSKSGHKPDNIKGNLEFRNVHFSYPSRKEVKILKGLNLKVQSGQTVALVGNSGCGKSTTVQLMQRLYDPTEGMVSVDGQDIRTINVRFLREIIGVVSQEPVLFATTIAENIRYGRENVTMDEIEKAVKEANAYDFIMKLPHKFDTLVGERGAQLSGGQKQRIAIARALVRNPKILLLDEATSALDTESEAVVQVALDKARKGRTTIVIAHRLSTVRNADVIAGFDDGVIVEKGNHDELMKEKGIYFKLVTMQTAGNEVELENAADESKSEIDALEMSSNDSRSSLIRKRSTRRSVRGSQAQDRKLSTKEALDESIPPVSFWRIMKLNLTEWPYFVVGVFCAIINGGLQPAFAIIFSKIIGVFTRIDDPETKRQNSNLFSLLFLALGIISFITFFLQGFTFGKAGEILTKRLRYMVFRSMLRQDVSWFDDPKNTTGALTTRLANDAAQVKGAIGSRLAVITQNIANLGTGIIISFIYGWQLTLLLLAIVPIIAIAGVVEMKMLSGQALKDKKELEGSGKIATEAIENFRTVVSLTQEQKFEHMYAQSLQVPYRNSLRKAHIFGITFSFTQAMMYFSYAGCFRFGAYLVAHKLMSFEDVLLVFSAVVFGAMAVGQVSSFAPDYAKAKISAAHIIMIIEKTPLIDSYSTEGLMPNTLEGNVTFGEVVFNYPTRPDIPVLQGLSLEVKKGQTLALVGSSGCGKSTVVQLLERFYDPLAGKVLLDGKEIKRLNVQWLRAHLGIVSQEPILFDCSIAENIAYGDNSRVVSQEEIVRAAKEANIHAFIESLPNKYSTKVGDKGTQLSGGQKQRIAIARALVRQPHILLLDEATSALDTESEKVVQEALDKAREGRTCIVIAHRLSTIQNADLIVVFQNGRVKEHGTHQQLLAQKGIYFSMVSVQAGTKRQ
# Bcl-XL Bim block: disrupts Bim peptide binding to human Bcl-XL; bead flow cytometry, fluorescence; inhibition, % at 10 µM; 0.04% of 190,000 active; AID 1007
# ABCG2 block: inhibitors of human ABCG2 transporter, ABCB1 counter-screen | 0.1% of 190,000 active | IgMXP3 cells, JC-1 efflux, flow cytometry | inhibition, % at 6.6 µM | AID 1325 | Q9UNQ0;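 active = inhibition above 80%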;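 also: 0% = DMSO and 100% = nicardipine control wells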
#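 test system = two drug-resistant human cell lines, ABCG2 and ABCB1 | amount = 3 million cells/mL final, two lines in 1:1 ratio | reagent = JC-1 transporter substrate | doses = one concentration, 6.6 µM final | incubation = 10 min at 25 °C | signal = flow cytometric JC-1 green MFI at 530 nm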
# RGS4-Gao reg: modulates binding of RGS4 to human Galphao; Multiplexed bead flow cytometry; actives lie on both sides; P09471; 0.33% of 220,000 active; binding response (% of control), % at 10 µM; in the data active = binding response below about 49% or above about 150%; inactive = in between;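 also: fluorescent Galphao activated with aluminum fluoride binding bead-coupled RGS4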
# RGS8-Gao reg: modulates binding of RGS8 to human Galphao | P09471 | multiplexed bead flow cytometry; actives lie on both sides | response (percent of control binding), % at 10 µM | 0.34% of 220,000 active; in the data active = response below about 60% or above about 140%; inactive = in between;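 also: Galphao activated as the GDP aluminium fluoride complex binding bead-coupled RGS8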
# Bim-Bcl-2: human Bim-Bcl-2 interaction inhibition | Bead-based flow cytometry, Bim peptide-Bcl-2 binding | inhibition, % at 10 µM | 0.06% of 190,000 active | AID 950; in the data active = inhibition above about 40%; inconclusive = no clear call, values can overlap the other calls;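 also: 0% = no compound wells with probe peptide and 100% = reference peptide inhibitor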
# Bim-Mcl-1: disrupts Bim peptide binding to human Mcl-1; Bead-based flow cytometry, Bim peptide-Mcl-1 binding; inhibition, % at 10 µM; 0.1% of 190,000 active; AID 1009;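 also: 0% = no compound tracer wells and 100% = peptide blocker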
# Bim-Bcl-W: human Bim-Bcl-W interaction inhibition; Q92843; bead-based flow cytometry, Bim peptide-Bcl-W binding; inhibition, % at 10 µM; 0.02% of 190,000 active;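 also: 0% = bound tracer without compound and 100% = peptide blocker; higher means less fluorescent Bim peptide bound to Bcl-W beads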
# RGS7-Gao reg: modulates binding of RGS7 to human Galphao; 0.35% of 220,000 active; Multiplexed bead flow cytometry; actives lie on both sides; AID 1439; binding response (% of control), % at 10 µM; P09471; in the data active = binding response below about 49% or above about 150%; inconclusive = no clear call, values can overlap the other calls; inactive = in between;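 also: fluorescent Galphao held in activated GDP-AlF4 state binding bead-coupled RGS7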
# Bcl-B Bim block: human Bim-Bcl-B interaction inhibition; bead-based flow cytometry, Bim peptide-Bcl-B binding; inhibition, % at 10 µM; 0.073% of 190,000 active;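 also: 0% = tracer peptide without compound and 100% = reference inhibitor peptide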
# * = called active by the depositor; ? = inconclusive; / = not tested or not shown; [ ] = another dose, or the depositor's remark. Rule as the data show it, unless noted: active = inhibition above about 40%.
SMILES,Bim-Bfl-1,ABCB1 inh,Bcl-XL Bim block,ABCG2 block,RGS4-Gao reg,RGS8-Gao reg,Bim-Bcl-2,Bim-Mcl-1,Bim-Bcl-W,RGS7-Gao reg,Bcl-B Bim block
O=c1[nH][nH]c(-c2ccccc2)c1C=Nc1ccc(F)cc1F,-6,0.2,-3,5,104,103,-7,0,-2,?,-5
Cc1c(C(=O)Nc2ccc3oc(-c4cccnc4)nc3c2)oc2ccccc12,-2,0.6,-4,3,93,97,1,-2,-2,90,0
CCCCCCOc1ccc(OC(=O)c2ccncc2)cc1,-4,-0.1,-8,0,99,100,-1,-3,-5,99,-5
Cc1cc(C)n(-c2cc(Cl)ccc2[N+](=O)[O-])n1,-5,0.1,-3,1,104,104,-6,0,-2,104,-1
CCOC(=O)C1(CCOc2ccccc2)CCN(Cc2cccs2)CC1,-8,4.9,-5,9,105,101,-5,-1,-3,96,-9
O=C(CC1CCS(=O)(=O)C1)Nc1ccc[nH]c1=O (stereo unspecified),-2,-0.1,0,1,100,95,-4,-3,-4,95,-4
CCCCOCCCNC(=O)c1ccc(OC)cc1,-13,0.4,-10,14,100,101,-11,-8,-2,103,-7
COc1ccc(NC(C)=O)cc1S(=O)(=O)N1CCc2ccccc21,-4,0.4,-2,1,99,101,0,0,0,104,-5
CC(=O)c1ccc(OCC(O)CN2CC(C)OC(C)C2)cc1 (stereo unspecified),-17,1.0,-9,14,102,102,-6,-2,-2,103,-10
O=C(Nc1ccc(C(F)(F)F)cc1-c1ccccc1)c1ccccc1,8,-0.5,2,0,72,75,0,2,5,88,4
Cc1ccc(C(C(=O)NCc2ccco2)N(C(=O)CNC(=O)c2cccs2)c2ccc(C)cc2)cc1 (stereo unspecified),-3,0.8,1,3,109,111,-4,-1,-3,111,-1
O=C(COc1ccccc1[N+](=O)[O-])Nc1ccccc1N1CCCC1,-2,0.5,-1,5,104,104,0,1,1,103,-3
COc1cc(NC(=O)CCCn2c(=S)[nH]c3ccccc3c2=O)cc(OC)c1OC,-2,0.1,-2,9,97,98,1,3,-2,99,-4
Nc1nc(SCC(=O)Nc2ccc3c(c2)OCO3)n[nH]1,-3,-0.7,-4,-6,102,101,-1,1,-1,?,-7
CN(C)CCCNC(=O)c1cc2c3ccccc3n(C)c2s1,-12,0.8,-6,4,104,103,-7,-2,1,100,-10
O=C(Nc1ccc(S(=O)(=O)Nc2ccc(F)cc2)cc1)c1ccc(CN2CCOCC2)cc1,-6,0.3,-2,2,102,101,-1,0,0,99,-3
COc1cc2cc(CN(CCN3CCOCC3)C(=O)Nc3ccc(F)cc3)c(=O)[nH]c2cc1OC,-2,-0.1,-1,-1,102,101,1,-3,2,100,-1
COc1cc(/C=N/Nc2ccc(C(=O)O)cc2)ccc1O,2,-2.5,0,-12,103,104,3,2,0,100,3
OC(COc1ccc2ccccc2c1)CN1CCN(c2ccc(F)cc2)CC1 (stereo unspecified),-12,-2.8,-5,-4,100,102,-8,-2,-2,101,-8
O=C1c2ccccc2C(=O)N1CCC(O)C[N+](=O)[O-] (stereo unspecified),-1,1.3,-2,8,100,100,2,0,0,98,-4
O=C(Nc1ncc([N+](=O)[O-])s1)C1CCN(S(=O)(=O)c2cnc[nH]2)CC1,-14,0.2,-8,0,99,104,-10,-1,0,104,-10
CC(=O)Nc1sc(-c2ccccc2)nc1-c1ccccc1,-2,0.6,-1,5,102,99,-1,-1,0,100,-4
COc1ccc(C2=NCC(CSc3nnc(-c4ccc5c(c4)OCO5)o3)S2)cc1 (stereo unspecified),5,0.6,1,2,99,104,-2,0,1,101,2
CCCCN(C(=O)CN1CCOCC1)c1c(N)n(CC(C)C)c(=O)[nH]c1=O,-7,-0.1,-4,0,99,100,-6,0,-4,102,-4
CN(C(=O)c1ccccc1C(=O)OCC(=O)NCc1cccs1)C1CCCCC1,-4,-0.8,-1,-2,103,103,-3,-3,-1,103,-4
Cc1cccc(NC(=S)NN(Cc2ccccc2)c2ccccc2)c1C,-1,0.8,-3,3,96,98,-4,-4,-3,96,-1
Cc1ccccc1OC/C(O)=C(\C#N)c1nc2ccccc2[nH]1,-3,0.1,-1,1,95,100,-7,-3,-5,98,-4
O=C(COC(=O)CCC(=O)c1cccs1)Nc1ccccc1[N+](=O)[O-],-5,0.1,-3,2,101,103,-5,-1,-3,?,-4
O=C(c1cccc(S(=O)(=O)N2CCc3ccccc3C2)c1)N1CCN(c2ccccc2)CC1,-5,1.6,-8,3,107,109,-5,-5,-5,110,-7
Cc1ccc2c(c1)[nH]c1c(=O)n(CCCN3CCOCC3)cnc12,-9,0.4,-2,2,103,104,-6,1,0,101,0

# The final seven records of the section before open the next one:
SMILES,Bim-Bfl-1,ABCB1 inh,Bcl-XL Bim block,ABCG2 block,RGS4-Gao reg,RGS8-Gao reg,Bim-Bcl-2,Bim-Mcl-1,Bim-Bcl-W,RGS7-Gao reg,Bcl-B Bim block
CCCCN(C(=O)CN1CCOCC1)c1c(N)n(CC(C)C)c(=O)[nH]c1=O,-7,-0.1,-4,0,99,100,-6,0,-4,102,-4
CN(C(=O)c1ccccc1C(=O)OCC(=O)NCc1cccs1)C1CCCCC1,-4,-0.8,-1,-2,103,103,-3,-3,-1,103,-4
Cc1cccc(NC(=S)NN(Cc2ccccc2)c2ccccc2)c1C,-1,0.8,-3,3,96,98,-4,-4,-3,96,-1
Cc1ccccc1OC/C(O)=C(\C#N)c1nc2ccccc2[nH]1,-3,0.1,-1,1,95,100,-7,-3,-5,98,-4
O=C(COC(=O)CCC(=O)c1cccs1)Nc1ccccc1[N+](=O)[O-],-5,0.1,-3,2,101,103,-5,-1,-3,?,-4
O=C(c1cccc(S(=O)(=O)N2CCc3ccccc3C2)c1)N1CCN(c2ccccc2)CC1,-5,1.6,-8,3,107,109,-5,-5,-5,110,-7
Cc1ccc2c(c1)[nH]c1c(=O)n(CCCN3CCOCC3)cnc12,-9,0.4,-2,2,103,104,-6,1,0,101,0
O=C(Nc1ccccc1)Nc1cc(Cl)cc(Cl)c1,0,0.0,-2,2,93,99,0,0,-2,95,-1
CCN(CC)C(=O)Cn1cc(/C=C(\C#N)C(=O)N2CCN(c3ccccc3)CC2)c2ccccc21,-3,3.8,0,3,104,102,0,3,2,102,-4
O=C(Nc1ccc(N2CCN(C(=O)c3ccccc3)CC2)cc1)c1cc2ccccc2o1,-9,-0.1,-4,-1,99,103,-7,-9,0,96,-8
Cc1nnc(SCC(=O)Nc2ccc(Cl)cn2)s1,-5,/,-4,4,105,105,-3,-1,0,102,-3
CCCC(C)n1[nH]c(=O)c2c(C)cc(C)nc21 (stereo unspecified),-15,0.4,-3,2,102,102,-13,0,-1,102,-5
Cc1ccccc1Nc1nc(N)nc(CSc2nc3ccccc3s2)n1,0,1.7,-6,16,99,98,-1,-3,-2,98,-6
Cc1cc(OC(=O)C(C)(C)C)c([N+](=O)[O-])c(=O)[nH]1,-3,0.0,0,1,95,98,-5,0,0,90,0
CC(C)(C)CC(C)(C)NCC(O)COCCOc1ccc(Br)cc1 (stereo unspecified),-5,2.2,-1,4,101,103,-5,-3,0,98,-2
CC1(C)CC(=O)C(C=NCCN2CCN(C(=S)NC3CCCCC3)CC2)=C(O)C1,0,0.1,0,2,102,104,2,27,1,97,0
COc1ccc(OC)c(/C=N\NC(=O)CSc2nnc(CCCc3ccc(OC)c(C)c3)o2)c1,-4,1.0,-1,5,96,99,-6,-4,-4,95,1
Cc1ccc(C(=O)NC(=S)Nn2cnnc2)cc1,-2,-1.2,-5,-6,98,101,-7,-4,-6,103,-15
Cc1cccc(NC(=O)C2c3ccccc3C(=O)N3CCc4ccccc4C23)n1 (stereo unspecified),-11,2.5,-10,11,104,103,-13,-5,0,101,-10
CC1CCCN(c2nc3c(c(=O)n(C)c(=O)n3C)n2CCSc2nc3ccccc3s2)C1 (stereo unspecified),-9,-0.8,11,-2,92,94,-8,0,0,93,-6
CCOC(=O)N1CCN(C(=O)COc2ccc3c(c2)C(=O)CC(C)(C)O3)CC1,-2,0.4,-3,7,101,103,-3,2,-2,97,-2
c1ccc(-c2nc(CSc3nnnn3-c3ccccc3)cs2)cc1,1,0.2,-7,1,79,78,2,-1,-1,87,-1
CC(C)NC(=S)N/N=C/c1ccc(C(C)(C)C)cc1,-6,0.1,-4,2,102,99,-5,-2,-4,99,-4
COC(=O)c1nn(-c2ccccc2)c(Cl)c1/C=N/OCc1ccc(C)cc1,-10,1.7,-7,19,85,87,-11,-1,4,81,-4
CCC(=O)Nc1nc2ccccc2n1Cc1ccc(Cl)cc1,-3,0.1,-4,1,101,102,-2,-1,-1,103,-4
N#CC(C#N)=C1C=C2C=C(N3CCCCC3)CCC2CC1 (stereo unspecified),-10,170*,-44,51,161*[activator],110,-76,-61,-22,186*[activator],-93
O=C(c1ccc(S(=O)(=O)N2CCCC2)cc1)N1CCCc2ccccc21,-6,0.1,-2,3,103,102,-7,0,3,103,-7
CC(=O)NCC(=O)NC1(C(=O)NC2CCCC2)CCCCC1,0,0.8,1,7,100,102,3,-2,1,98,0
O=C(/C=C/c1ccc2c(c1)OCO2)NCCSCc1c(Cl)cccc1Cl,19,2.6,28,27,99,101,17,8,19,101,13
CCOC(=O)C1=C(C)N(C)C(=O)NC1c1ccccc1OC (stereo unspecified),-15,0.5,-9,2,100,102,-15,-5,1,104,-10
OC(COc1ccc2c(c1)CCC2)Cn1cnc2ccccc21 (stereo unspecified),-7,0.6,-14,11,104,104,-8,-8,-5,104,-6
